High-throughput results deposited in PubChem BioAssay by several laboratories.
NPY Y1 blocker: NPY-Y1 receptor antagonists, primary screen, cell-based; HEK293-CNG Y1 cells, membrane potential fluorescence; NPY at EC95, then isoproterenol; inhibition, % at 3.6 µM; hit rate 1% among 200,000; AID 1040, 2008;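 active = inhibition above the campaign mean inhibition of all tested compounds plus 3 SD, cut at about 20% in these data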;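 note: 0% = DMSO wells given NPY plus isoproterenol and 100% = isoproterenol alone without NPY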
Target sequence (P25929 whole entry, looked up): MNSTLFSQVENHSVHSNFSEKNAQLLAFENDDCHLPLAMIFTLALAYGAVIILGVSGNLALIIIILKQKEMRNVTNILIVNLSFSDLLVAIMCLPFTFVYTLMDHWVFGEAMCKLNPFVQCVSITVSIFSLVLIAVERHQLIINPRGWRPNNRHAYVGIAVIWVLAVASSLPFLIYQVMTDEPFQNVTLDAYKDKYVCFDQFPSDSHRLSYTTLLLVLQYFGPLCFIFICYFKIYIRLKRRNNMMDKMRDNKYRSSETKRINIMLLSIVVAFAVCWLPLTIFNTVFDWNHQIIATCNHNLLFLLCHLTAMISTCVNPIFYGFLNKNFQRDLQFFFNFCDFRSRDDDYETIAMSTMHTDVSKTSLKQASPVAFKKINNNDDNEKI
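System: HEK293 cells with Y1 receptor plus CNG channel / Probe or stimulus: NPY 25 nM then isoproterenol 1 µM plus Ro 20-1724 25 µM / Compound: one concentration, 3.6 µM, in 0.4% DMSO / Schedule: compound incubation 1 h at room temperature, readout 45 min post-stimulation / Measured by: membrane potential fluorescence / Read-out: % inhibition of NPY effect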
NPY-Y1 PAM-ag: NPY-Y1 receptor potentiators or agonists, primary screen, cell-based; AID 1304, 2008; Neuropeptide Y receptor type 1 (Homo sapiens), P25929; hit rate 0.37% among 220,000; activation, % at 3.6 µM; NPY-Y1 expressing cells, potentiator/agonist activation; in the data active = activation above about 33%, passing the limit was not always enough;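 note: cells stimulated with NPY at EC10 then isoproterenol at EC100; 0% = low agonist plus stimulus and 100% = saturating agonist plus stimulus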
EP2 antag: human EP2 receptor antagonists, primary screen, TR-FRET cAMP, C6 glioma cells; Prostaglandin E2 receptor EP2 subtype (Homo sapiens), P43116; C6 glioma cells expressing human EP2; cells stimulated with saturating PGE2; inhibition, % at 25 µM; hit rate 0.52% among 260,000; AID 1422, 2008;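 active = percent inhibition above 40 after rounding to a whole number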;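 note: rat C6 glioma host cells with rolipram phosphodiesterase inhibitor present; the protocol text gives 20 µM as final concentration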
Target sequence (P43116 whole entry, looked up): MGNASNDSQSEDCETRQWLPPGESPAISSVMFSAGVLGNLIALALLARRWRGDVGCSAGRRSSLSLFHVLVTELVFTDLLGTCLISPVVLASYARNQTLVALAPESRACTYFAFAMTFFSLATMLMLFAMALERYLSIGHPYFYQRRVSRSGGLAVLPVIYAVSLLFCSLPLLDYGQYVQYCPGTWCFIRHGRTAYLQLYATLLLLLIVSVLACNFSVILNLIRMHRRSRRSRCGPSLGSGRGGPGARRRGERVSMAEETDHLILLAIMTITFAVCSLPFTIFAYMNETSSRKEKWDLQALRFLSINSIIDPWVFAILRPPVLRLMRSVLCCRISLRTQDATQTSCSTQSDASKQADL
zfTRPN1 agonist: zebrafish TRPN1 channel agonists, primary screen, cell-based, HEK293, calcium fluorescence | transient receptor potential cation channel N1 (TRPN1/NompC), Danio rerio | HEK293 zebrafish TRPN1-YFP, Fluo-8 calcium fluorescence; 100% = response to 87 µM carbachol | activation, % at 3 µM | hit rate 0.18% among 220,000;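 active = activation above its plate's cutoff, the mean activation of test wells on that plate plus 3 SD, cut at about 19% in these data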;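 note: 0% = DMSO alone and 100% = 87 µM carbachol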
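Material – zebrafish TRPN1-YFP in HEK293 cells · Doses – 3 µM single point · Schedule – dye 1 h 37 °C plus 30 min RT · Signal – Fluo-8 calcium fluorescence, excitation 470-495 nm, emission 515-575 nm · Read-out – % activation versus carbachol response · Control set – carbachol high, DMSO low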
TRPML3 ag: human TRPML3 channel agonists, primary screen, cell-based, HEK293 TRPML3-YFP, Fluo-8 calcium fluorescence, 3 µM; Mucolipin-3 (Homo sapiens), Q8TDD5; 100% = the carbachol control signal; activation, % at 3 µM; hit rate 0.29% among 220,000;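 active = activation above its plate's cutoff, the mean activation of the plate's test wells plus 3 SD, cut at about 12% in these data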;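 note: 0% = DMSO only wells and 100% = carbachol wells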
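Test system: TRPML3-YFP stable HEK293 cells. Doses: single point at 3 µM. Incubation: dye loading 1 h 37 °C then 30 min ambient, 125 s read. Signal: Fluo-8 calcium dye fluorescence, ex 470-495, em 515-575 nm. Measure: percent activation from peak-to-basal fluorescence ratio, scaled between DMSO and carbachol.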
EP2 modulator: EP2 receptor modulators, cAMP readout, primary screen, cell-based, HTRF cAMP, PGE2 stimulation; AID 940, 2007; induction, % at 25 µM; hit rate 0.83% among 260,000; EP2-expressing cells, cAMP HTRF FRET, PGE2 co-stimulation; Prostaglandin E2 receptor EP2 subtype (Homo sapiens), P43116;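 active = compounds whose cAMP rise, as percent of the full-agonist control response, exceeds 60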;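 note: rat C6 glioma line stably carrying human EP2 under a CMV promoter; the protocol text gives 20 µM as final concentration; 100% = response of wells given 1 µM PGE2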
CHOP inh: inhibitors of CHOP promoter induction, primary screen, cell-based, unfolded protein response, luciferase reporter; hit rate 3.8% among 220,000; CHO-K1 CHOP-promoter luciferase, tunicamycin-induced, 15-18 h; inhibition, % at 10 µM; AID 2732, 2010;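 active = compounds that reduced the stress-induced luciferase reporter signal by more than about 70% of percent inhibition, limit read from the data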;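 note: 0% = tunicamycin plus vehicle and 100% = wells without tunicamycin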
14-3-3 Bad PPI: inhibitors of 14-3-3 zeta/Bad binding, primary screen, biochemical, TR-FRET, bovine 14-3-3 zeta. TR-FRET 14-3-3zeta/Dy647-pBad peptide displacement, 1 h. inhibition, % at 21.7 µM. hit rate 0.71% among 220,000. AID 781, 2007;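 active = inhibition above about 70%, limit read from the data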;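 note: 0% = full 14-3-3 plus peptide FRET controls and 100% = background without 14-3-3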
Target sequence (P63103 whole entry, looked up): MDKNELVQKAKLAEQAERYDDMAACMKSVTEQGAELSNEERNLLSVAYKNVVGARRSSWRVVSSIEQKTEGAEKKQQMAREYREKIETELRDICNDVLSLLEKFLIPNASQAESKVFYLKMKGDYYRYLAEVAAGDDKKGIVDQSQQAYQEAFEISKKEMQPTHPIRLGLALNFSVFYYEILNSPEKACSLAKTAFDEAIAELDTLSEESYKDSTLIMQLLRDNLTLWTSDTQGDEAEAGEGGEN
PPC-1+TRAIL kill: compounds killing PPC-1 cancer cells with TRAIL present, primary screen, TRAIL potentiator project, ATPLite luminescence, uHTS; PPC-1 cells + TRAIL, ATPLite viability luminescence; cell killing (% activity), % at 4 µM; hit rate 0.41% among 220,000; AID 1443, 2008;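 active = cell killing above 50% in the first pass at 4 µM, then a duplicate retest at 5 µM averaging 50% or more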;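 note: plate controls were cells with TRAIL plus DMSO for no effect and medium-only wells lacking cells for full effect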
Active calls of the source: *; . = not tested or not shown; [ ] = dose if it differs, or a comment. Only part of the results is shown. The share of hits here may be higher or lower than overall.

Sample of the layout, three compounds:
compound	NPY Y1 blocker	EP2 modulator	zfTRPN1 agonist	14-3-3 Bad PPI	PPC-1+TRAIL kill	CHOP inh	EP2 antag	TRPML3 ag	NPY-Y1 PAM-ag
CCOC(=O)c1oc2c(CN3CCN(C)CC3)c(O)ccc2c(=O)c1-c1ccccc1OC	8	13	0.4	3	5	25	11	-0.4	16
C/C(=N\NC(=O)c1cccc(Cl)c1)c1cccc(NC(=O)c2ccco2)c1	-4	-20	-0.2	9	12	-12	14	0.3	-10
CC1(C)CC(=O)C2=C(C1)OC(N)=C(C#N)C2c1cn(-c2ccccc2)nc1-c1ccccc1 (configuration not stated)	-1	-12	-1.7	-20	16	12	16	0.1	14

The listing, from the first entry:
compound	NPY Y1 blocker	EP2 modulator	zfTRPN1 agonist	14-3-3 Bad PPI	PPC-1+TRAIL kill	CHOP inh	EP2 antag	TRPML3 ag	NPY-Y1 PAM-ag
CCOC(=O)c1oc2c(CN3CCN(C)CC3)c(O)ccc2c(=O)c1-c1ccccc1OC	8	13	0.4	3	5	25	11	-0.4	16
C/C(=N\NC(=O)c1cccc(Cl)c1)c1cccc(NC(=O)c2ccco2)c1	-4	-20	-0.2	9	12	-12	14	0.3	-10
CC1(C)CC(=O)C2=C(C1)OC(N)=C(C#N)C2c1cn(-c2ccccc2)nc1-c1ccccc1 (configuration not stated)	-1	-12	-1.7	-20	16	12	16	0.1	14
Nc1cccc(C2=Nc3cccc4cccc(c34)N2)c1	8	-15	-0.1	-8	12	-1	-1	1.4	-13
CCN(CC)c1nc(C)nc2c1cnn2CCc1ccccc1	3	-8	0.3	38[fluorescence artefact?]	2	-26	12	0.6	-32
C/C(=N\NC(=O)CCC(=O)Nc1ccc(C)c(C)c1)c1cccs1	-1	-23	-0.1	-9	-8	11	4	-0.2	-16
NC(=O)NC(=O)COC(=O)c1ccc(OC(F)F)cc1	-1	14	-0.1	2	21	17	4	0.5	2
Cc1nc2ncnn2c(C)c1CCC(=O)NCc1ccco1	6	33	0.6	-9	5	-3	0	1.1	17
O=C(Nc1ccc2c(c1)OCO2)N1CCCc2ccccc21	.	-20	0.4	-4	-8	8	9	1.3	16
Cc1cc(C(=O)Nn2cnc3ccccc3c2=O)ccc1[N+](=O)[O-]	-2	3	0.8	0	16	18	2	1.1	8
O=C(NC1CC1)C1=C[C@H](c2ccc(Br)cc2)C[C@H](OCc2ccc(CO)cc2)O1	.	-5	.	0	18	4	13	.	.
Brc1cnc2nc[nH]c2c1	.	29	0.1	-1	12	-11	6	1.3	6
O=c1c2c3c(sc2nc2sc(CN4CCOCC4)cn12)CCCC3	3	16	-0.2	7[fluorescence artefact?]	21	-18	12	0.4	5
COc1ccc(CC(=O)N/N=C/C=C/c2cccc([N+](=O)[O-])c2)cc1OC	.	-39	-0.4	3	10	14	2	-0.6	11
CCOC(=O)NC(c1ccccc1)C1CCCCC1=O (configuration not stated)	4	3	0.2	17	16	-30	9	-0.6	-12
O=C(Cc1ccc(Br)cc1)Nc1ccc(S(=O)(=O)NCC2CCCO2)cc1 (configuration not stated)	-7	-32	8.8	-8	42	7	5	3.4	15
CCN(CC)c1ccc(S(=O)(=O)N2CCOCC2)cc1NS(C)(=O)=O	3	11	0.7	-20	-2	14	5	-0.4	-7
O=C(NNC(=S)Nc1ccc(Br)cc1Cl)c1ccco1	6	-6	1.4	-14	28	-20	7	2.1	-7
CCC(Oc1ccc2c(=O)c(-c3ccccc3OC)coc2c1)C(=O)OCc1ccccc1 (configuration not stated)	2	25	1.4	-1[fluorescence artefact?]	-2	-11	1	-0.3	-17
COC(=O)c1sccc1-n1cccc1C(=O)NCc1ccccc1	8	1	0.1	-5	5	20	7	-0.8	6
CCc1ccc(Cn2nnc(C(=O)Nc3cccc(C)c3)c2N)cc1	0	2	2.4	1[fluorescence artefact?]	16	71*	8	2.0	-2
CCSc1nc(C(F)(F)F)cc(=O)n1-c1ccccc1	-3	28	-1.1	-10	12	25	2	-0.9	27
Cc1nc2ccccc2n1CC(=O)NCCN1CCCC1	10	28	0.3	2	-20	14	6	0.5	3
Cc1cccc(NC(=O)CSc2nnc(-c3ccco3)n2CC2CCCO2)n1 (configuration not stated)	-6	-26	-0.3	-8	-3	-2	5	0.7	24
O=C(Nc1nc2ccccc2[nH]1)c1ccccc1F	7	-20	0.4	11[fluorescence artefact?]	77*[5 µM]	.	12	0.2	-18
Cc1ccc(-c2csc3nnc(SCC(=O)NCc4ccco4)n23)cc1	1	23	-0.7	-11	17	5	10	-0.1	-11
Cc1ccc(-c2nnc(-c3ccc(NC(=O)c4cccs4)cc3)o2)cc1	0	-36	-0.7	51[fluorescence artefact?]	-15	89*	7	1.4	21
CCc1nc(C)cn1S(=O)(=O)c1cc(C)c(OC)c(C)c1C	-1	24	0.6	2	9	47	6	0.9	-1
COc1ccc(OC)c(/C=N/NC(=O)CCc2n[nH]c(=O)[nH]c2=O)c1	-5	20	1.3	-14	2	-1	2	0.7	-6
O=C(O)COc1ccc(/C=N/NC(=O)c2ccccc2Br)cc1	-2	13	1.5	2	-6	-10	3	-0.4	2

Single records, from the list above.
O=C(Nc1nc2ccccc2[nH]1)c1ccccc1F is listed as NPY Y1 blocker: 7; EP2 modulator: -20; zfTRPN1 agonist: 0.4; 14-3-3 Bad PPI: 11[fluorescence artefact?]; PPC-1+TRAIL kill: 77*[5 µM]; CHOP inh: .; EP2 antag: 12; TRPML3 ag: 0.2; NPY-Y1 PAM-ag: -18
NC(=O)NC(=O)COC(=O)c1ccc(OC(F)F)cc1 is listed as NPY Y1 blocker: -1; EP2 modulator: 14; zfTRPN1 agonist: -0.1; 14-3-3 Bad PPI: 2; PPC-1+TRAIL kill: 21; CHOP inh: 17; EP2 antag: 4; TRPML3 ag: 0.5; NPY-Y1 PAM-ag: 2

(further entries)
compound	NPY Y1 blocker	EP2 modulator	zfTRPN1 agonist	14-3-3 Bad PPI	PPC-1+TRAIL kill	CHOP inh	EP2 antag	TRPML3 ag	NPY-Y1 PAM-ag
COc1cccc(C(=O)NC(=S)NCc2ccco2)c1	9	-27	-0.3	-13	22	2	8	0.2	10
O=c1c2ccccc2c(-c2ccccc2)nn1-c1ccc(Cl)c(Cl)c1	11	70*	0.3	-1	18	42	7	0.6	7
O=C(Nc1cccc(NC(=O)c2cccs2)c1)c1ccc([N+](=O)[O-])o1	.	-43	3.2	7	37	-119	23	1.3	22
O=C(O)c1cccc(CN2C(=O)SC(Nc3cccc4ccccc34)C2=O)c1 (configuration not stated)	5	4	0.0	0	6	-2	4	0.0	-14
COc1ccc(C(=O)COC(=O)CN2C(=O)C3C4C=CC(C4)C3C2=O)cc1 (configuration not stated)	6	11	2.0	6	-6	18	14	1.2	7
CC(C)(C)[Si](OCC[C@@H]1C[C@@]1(C)[C@@H](NP(=O)(c1ccccc1)c1ccccc1)c1ccccc1)(c1ccccc1)c1ccccc1	0	21	-0.5	-4	15	10	4	0.2	8
CCn1c(SCC(=O)NCc2ccco2)nnc1-c1cccs1	2	12	0.0	8	19	23	7	0.5	-9
COc1ccc(O)c(-c2cc(-c3ccccc3[N+](=O)[O-])[nH]n2)c1	-12	-64	0.6	-19	17	-11	8	0.6	31
O=C(O)c1cccc(NC(=S)NC(=O)C(c2ccccc2)c2ccccc2)c1	-4	49	-2.3	5	24	-77	7	-0.4	1
COc1ccc(-c2nn(-c3ccccc3)cc2C(=O)N2c3ccc(C)cc3C3CN(C)CCC32)cc1 (configuration not stated)	7	-6	1.1	-10	11	57	7	1.7	-56
CC1=N/C(=C/c2ccco2)C(=O)O1	-2	-20	1.6	38	22	1	7	1.1	13
C=CCN1C(=O)/C(=C2/Sc3ccc(OC)cc3N2C)SC1=Nc1ccc(OC)cc1	13	19	1.6	-6	13	6	10	1.1	6
COc1ccc(OC)c2c(C)cc(N3CCN(C(=O)c4ccc(C)cc4)CC3)nc12	3	-63	-0.3	13	14	12	13	0.7	-7
O=C(O)Cc1ccc(-n2cccc2)cc1	0	7	0.7	28	-4	-8	4	1.4	-17
Cc1ccc(-c2nnn(CCC(=O)Nc3ccc4c(c3)OCO4)n2)cc1	2	-35	0.1	2	5	19	5	0.1	-18
COc1ccccc1CNC(=O)c1cccc(NC(=O)c2ccccc2)c1	-1	-79	0.8	-11	14	16	6	0.6	-11
Cc1ccccc1C(=O)Nc1ccc(Cl)cn1	-9	-1	0.2	-2	22	-21	3	0.4	8
CN1C(=O)S/C(=C\c2ccc(-n3cncn3)cc2)C1=O	1	-24	0.6	-3	-11	-18	5	1.1	5
CN(CC(=O)NCc1ccccc1Cl)CC(=O)Nc1cccc(F)c1	-4	-17	-1.4	-2	0	-6	2	-0.7	-4
Clc1ccc(OCCSc2ncccn2)c2ccccc12	7	20	0.5	-1	23	65	7	-0.1	-29
Cc1[nH]c2ccccc2c1C(=O)NS(=O)(=O)Nc1ccccc1	5	16	1.0	-12	13	16	6	1.1	-16
O=C(COC(=O)C1CCN(S(=O)(=O)c2ccccc2)CC1)NC(=O)c1ccc(OC(F)F)cc1	4	11	0.2	-9[fluorescence artefact?]	-5	46	12	0.9	6
CCOc1c(Cl)cc(C2NC(=O)NC(C)=C2C(=O)NCc2ccccc2)cc1OC (configuration not stated)	0	21	0.5	2	20	-1	7	0.1	9
CN(C)/C=C/C(=O)c1ccc(Oc2ncccn2)cc1	4	22	1.5	-6	19	3	7	0.5	-1
CCN(CC)CCOC(=O)C12CC3CC(CC(C3)C1)C2	4	10	0.0	34	13	3	8	1.0	5
N=C1C(c2nc(-c3ccc(Cl)cc3)cs2)=C(O)CN1CCCN1CCOCC1	7	-50	0.2	1	35	11	17	0.2	6
